Assay outcomes from PubChem BioAssay.
DAX1 inh-1 = blocks DAX1 repression of SF-1 activated StAR promoter. 370,000 tested, 1.1% active. inhibition, % at 6.8 µM. AID 652010. HEK293T StAR-luciferase reporter, SF-1/DAX-1 repression relief;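 active = inhibition above the mean over all tested compounds plus 3 SD, cut at about 3.6% in these data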;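 also: 0% = DAX-1 cells with DMSO and 100% = cells lacking DAX-1 with DMSO; higher inhibition means more luminescence from relief of DAX-1 repression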
sPLA2-III inh = Inhibits HGIII-sPLA2 liposome hydrolysis, primary screen | AID 743126 | QFRET BODIPY PC-A2 liposome hydrolysis, fluorescence | Q9NZ20 | 370,000 tested, 0.56% active | inhibition, % at 12.2 µM;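 active = inhibition above mean plus 3 SD of compounds lying within the high and low control bounds, cut at about 19% in these data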;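 also: 0% = median of test compound wells and 100% = no enzyme DMSO wells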
ssDAF-12 act = activators of S. stercoralis DAF-12 nuclear receptor; HEK293 ssDAF-12/GRIP1 lit1-tk-luc reporter, luminescence; % of 3 µM dafachronic acid response; activation, % at 6.8 µM; 370,000 tested, 1% active; AID 652126;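 active = activation above the mean over all tested compounds plus 3 SD, cut at about 0.9% in these data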;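 also: 0% = DMSO-only wells and 100% = 3 µM delta7-dafachronic acid wells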
FXN GAA850 act = activators of GAA850 frataxin (FXN) promoter | HEK293 lucGAA850 FXN promoter luciferase reporter, 24 h; percent of 10 µM SAHA response | AID 540364 | activation, % at 6 µM | 360,000 tested, 0.56% active;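 active = activation above the average of all compounds screened plus 3 SD, cutoff fixed separately per campaign, cut at about 7.5% in these data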;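 also: 0% = DMSO wells and 100% = 10 µM SAHA wells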
GC-B act = GC-B (human) receptor activation; P20594; HEK293-GC-B cells, CNP EC30, cGMP TR-FRET; 0% at EC30 CNP, 100% saturating CNP; activation, % at 10 µM; 370,000 tested, 0.11% active; AID 1920062;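 active = activation at 10 µM reaching about 35% in either raw or pattern-adjusted values, limit read from the data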
Target sequence (P20594 whole entry, looked up): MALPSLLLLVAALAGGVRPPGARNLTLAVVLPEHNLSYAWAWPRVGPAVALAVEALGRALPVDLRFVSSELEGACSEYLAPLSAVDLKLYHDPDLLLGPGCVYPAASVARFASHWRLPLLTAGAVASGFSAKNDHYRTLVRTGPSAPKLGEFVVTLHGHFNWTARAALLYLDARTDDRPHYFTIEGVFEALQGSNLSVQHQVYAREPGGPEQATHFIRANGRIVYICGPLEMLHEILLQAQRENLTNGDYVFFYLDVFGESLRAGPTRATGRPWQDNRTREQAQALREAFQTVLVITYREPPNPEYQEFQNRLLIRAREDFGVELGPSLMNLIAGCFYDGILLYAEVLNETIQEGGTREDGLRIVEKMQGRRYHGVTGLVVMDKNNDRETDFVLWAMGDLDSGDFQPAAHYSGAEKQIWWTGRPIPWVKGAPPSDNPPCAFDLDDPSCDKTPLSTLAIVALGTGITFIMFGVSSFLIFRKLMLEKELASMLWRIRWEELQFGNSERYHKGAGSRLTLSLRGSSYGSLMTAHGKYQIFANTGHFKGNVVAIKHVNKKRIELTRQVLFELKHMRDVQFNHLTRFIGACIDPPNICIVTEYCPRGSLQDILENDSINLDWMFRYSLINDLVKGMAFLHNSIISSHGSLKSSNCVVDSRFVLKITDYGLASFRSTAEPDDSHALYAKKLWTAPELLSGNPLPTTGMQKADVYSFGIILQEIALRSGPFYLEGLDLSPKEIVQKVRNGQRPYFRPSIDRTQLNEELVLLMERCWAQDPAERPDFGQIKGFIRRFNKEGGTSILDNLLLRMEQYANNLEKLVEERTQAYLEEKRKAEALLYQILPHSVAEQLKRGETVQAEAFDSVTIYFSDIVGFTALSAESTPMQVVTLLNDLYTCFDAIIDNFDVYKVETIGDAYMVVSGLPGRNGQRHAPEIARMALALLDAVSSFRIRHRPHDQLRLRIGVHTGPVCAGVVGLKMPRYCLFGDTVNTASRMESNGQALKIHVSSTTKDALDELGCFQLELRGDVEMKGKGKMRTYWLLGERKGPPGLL
GC-A act = GC-A (human) enzyme activation | P16066 | HEK293 GC-A cells, cGMP TR-FRET, EC30 ANP; 0% at EC30 ANP, 100% saturating ANP | AID 1671463 | 370,000 tested, 0.14% active | activation, % at 10 µM; in the data active = activation above about 40%
SMARCA2 act = activators of SMARCA2 function; MG213 cells, MMTV-luciferase reporter, dexamethasone, overnight; activation, % at 9.1 µM; 370,000 tested, 1% active; AID 652017; in the data active = activation above about 7.8%;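 also: 0% = vehicle wells and 100% = reference activator wells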
hcDAF12 agonist = activates DAF-12 receptor from parasite H. contortus. HEK293 hcDAF-12 lit1-tk-luc reporter, luminescence; 0% DMSO, 100% Δ7-dafachronic acid. 370,000 tested, 1.4% active. AID 652067. activation, % at 6.8 µM;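 active = activation above the mean of all tested compounds plus 3 SD, cut at about 5.5% in these data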;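 also: 100% = response to 3 µM Δ7-dafachronic acid high control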
proKLK7 act = activates the human kallikrein-7 zymogen | P49862 | purified proKLK7, EDANS-DABCYL substrate fluorescence; 100% is mature enzyme control, 0% vehicle | activation, % at 7 µM | 370,000 tested, 0.9% active;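 active = activation above the mean of all tested compounds plus 3 SD, computed per campaign excluding outliers beyond control limits, cut at about 13% in these data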
DAX1 inh-2 = inhibitors of human orphan nuclear receptor DAX1 (NR0B1); P51843; HEK293 Gal4-DAX1 luciferase reporter, luminescence; inhibition, % at 6.75 µM; 340,000 tested, 0.99% active; AID 504766;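 active = inhibition above the mean over all tested compounds plus 3 SD, cut at about 4.2% in these data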;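 also: 0% = DAX1-transfected cells with DMSO and 100% = empty-vector control cells with DMSO; inhibition shows as a rise in luminescence from relieved DAX1 repression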
hgDAF12 agonist = hgDAF-12 agonism, primary luciferase screen. AID 687014. HEK293 GAL4-hgDAF12 UAS-luciferase reporter, agonist luminescence; normalized to butyrate control. 370,000 tested, 1.8% active. activation, % at 6.8 µM;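 active = activation above a cutoff set at the mean of all screened compounds plus 3 SD, cut at about 10% in these data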;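 also: 0% = DMSO wells and 100% = sodium butyrate wells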
* hit, by the source's call; nt = not tested or not shown.

canonical_smiles	GC-A act	DAX1 inh-1	sPLA2-III inh	FXN GAA850 act	hcDAF12 agonist	proKLK7 act	hgDAF12 agonist	SMARCA2 act	GC-B act	DAX1 inh-2	ssDAF-12 act
COc1ccc(S(=O)(=O)N2CCC(C(=O)N[C@H](C(=O)N3CCCCCC3)C(C)C)CC2)cc1	0	0.4	9	0.2	0.6	0.5	-0.7	-2	0	0.6	-1.4
Cc1cccc(C(=O)NC2CCN(C(=O)NCc3ccccc3)CC2)c1	-2	-0.1	3	-1.4	-1.1	-0.1	0.8	-4	2	2.8	-1.0
COC(=O)C1=NN(c2ccc(C)cc2)C2C(=O)N(c3ccccc3OC)C(=O)C12 (stereo unspecified)	1	-0.3	0	0.6	0.6	3.0	-0.9	0	1	3.1	-0.8
O=C(NN1CC(C(=O)OCc2ccccc2F)CC1=O)c1ccccc1 (stereo unspecified)	4	-0.2	0	0.5	0.9	-0.5	-2.6	-2	10	0.1	-1.3
CCC1Sc2ccc(S(=O)(=O)Nc3ccc(OC)cc3)cc2NC1=O (stereo unspecified)	-8	-0.8	-38	0.7	0.8	0.4	-1.4	-3	-5	-0.3	-1.6
COc1ccccc1N1CCN(CCCN2CC(=O)N3CCCCC3C2=O)CC1 (stereo unspecified)	2	0.9	-2	0.9	-0.3	-0.1	1.5	0	3	0.0	-0.9
COc1ccc(S(=O)(=O)N2CCCC(C(=O)NCc3ccco3)C2)cc1OC (stereo unspecified)	-1	-0.1	1	0.4	-2.3	0.5	1.2	-4	4	-1.5	-1.5
CC(=O)Nc1ccc(-n2nnnc2SCC(=O)Nc2cccc(NC(=O)c3ccco3)c2)cc1	-5	-0.9	-12	-1.5	-2.5	0.6	-0.2	-1	-5	1.6	-1.8
O=C(CN1C(=O)/C(=C/c2ccccc2F)Sc2ccccc21)NCC1CCCO1 (stereo unspecified)	6	-2.4	-5	2.0	-1.5	0.4	0.8	-1	-5	0.5	-0.5
CC1(C(=O)NS(=O)(=O)C2CC2)CCCN(C(=O)c2c(F)cccc2F)C1 (stereo unspecified)	4	-0.4	9	-3.9	-1.9	-0.4	3.8	-4	5	nt	-1.4
CC1=C(C(=O)N2CCOCC2)CC(CC(=O)NCCCN(C)C)C(=O)N1Cc1ccc(F)cc1 (stereo unspecified)	4	-0.2	11	nt	-0.5	0.2	-1.6	-3	-4	nt	-1.3
CC(=O)NC(=S)Nc1sc2c(c1C#N)CCCCC2	4	1.8	19	-1.2	3.1	0.4	12*	5	-3	2.5	0.1
OCCNc1nc(Nc2ccc(Br)cc2)nc2ccccc12	-25	-0.6	-11	nt	-0.9	-0.9	1.8	-4	-15	nt	-1.4
CCOC(=O)C1(Cc2ccccc2C)CCCN(S(=O)(=O)CC)C1 (stereo unspecified)	1	-0.5	0	1.1	-1.5	-0.5	-3.0	-1	1	0.5	-1.3
C=CCOc1ccn(C)c(=O)n1	-4	-0.1	-1	-0.7	0.1	0.0	3.5	1	4	1.2	-1.3
COc1cccc(-c2cnc(C(O)c3cc(F)cc(Cl)c3)[nH]2)c1 (stereo unspecified)	-5	-1.3	-7	0.0	-1.4	0.1	1.8	-1	-6	nt	-0.8
CN(c1ccc(C(=O)Nc2ccccc2Sc2ccccc2)cc1)S(C)(=O)=O	5	-0.9	-12	-2.1	-2.0	-0.1	-2.4	2	1	0.8	-1.6
Cc1cccc(-n2nc(C(=O)c3ccco3)cc(-c3nc4ccccc4[nH]3)c2=N)c1	20	-0.1	18	3.4	-5.8	0.2	-1.4	0	12	-0.4	-1.7
O=C(NC(Cc1ccccc1)C(=O)O)/C(=C/c1ccccc1)NC(=O)c1ccc(Br)o1 (stereo unspecified)	5	0.4	0	0.9	-1.5	1.7	-0.4	0	4	0.5	-1.3
C#CCNC(=O)C[C@H]1C[C@@]2(C(=O)OC)C(=C[C@H](C(C)(C)C)O[C@@H]2C)N(Cc2ccccc2)C1=O	-22	0.6	2	nt	-0.8	0.1	1.6	-1	-20	nt	-1.4
O=C(/C=C/c1ccc(F)cc1)NC(=S)N1CCCCC1c1cccnc1 (stereo unspecified)	6	0.1	2	-0.1	-0.8	0.4	1.4	1	5	2.1	-1.4
COc1ccccc1C(=O)N/N=C(\C)CC(=O)Nc1ccc(Nc2ccccc2)cc1	-10	-0.2	-26	1.5	3.9	-0.7	4.7	1	-9	1.3	-0.6
CC1=C(Cl)C2=NS(=O)(=O)CCN2C=C1Cl	3	-0.6	0	0.5	-2.0	11	-0.1	0	1	1.8	-1.4
CCOc1cc(/C=N\NC(N)=O)cc(Br)c1OC(C)C	-13	-0.1	-1	2.5	0.5	-0.1	3.6	6	-11	1.9	-0.6
COc1ccc(S(=O)(=O)Nc2nc3ccccc3nc2NCc2ccc3c(c2)OCO3)cc1	5	0.9	7	-0.6	-0.4	0.4	-0.6	-2	0	0.1	-1.7
Cc1ccc(N2CCN(c3ccc(NC(=O)CCC(=O)O)cc3)CC2)cc1	0	0.2	9	1.0	-3.0	-0.3	1.9	-1	3	-0.9	-1.3
Cc1c(NC(=O)C(=O)N/N=C/c2cccs2)c(=O)n(-c2ccccc2)n1C	-2	0.1	-6	0.1	0.6	0.5	0.6	1	2	0.6	-1.4
O=C(/C=C/c1cccc(Cl)c1)NCCc1ccccc1	3	0.7	-1	3.2	2.1	-0.9	7.2	3	0	-0.2	0.2
COc1ccc(-n2nnnc2C(c2cccs2)N2CCN(C/C=C/c3ccccc3)CC2)cc1 (stereo unspecified)	-3	-1.3	2	nt	-1.6	0.9	-0.2	-5	-2	nt	-1.5
Cc1cc2[nH]c3ccccc3c2cn1	8	-0.1	-2	2.1	3.6	1.4	5.3	0	7	2.5	0.3
CCC(=O)Nc1nc2ccc(NC(=O)COc3ccccc3)cc2s1	2	-0.7	2	0.1	-1.1	-0.2	1.8	-2	-8	-0.8	-0.2
CCC(Sc1nc(-c2ccccc2)cc(=O)[nH]1)C(=O)O (stereo unspecified)	-3	-0.3	-2	-3.0	-1.0	-0.5	-0.4	-2	5	0.7	-1.4
CN(C)CCC(=O)c1cccc(Br)c1	24	-0.1	2	-0.6	-1.1	0.0	1.7	-3	-1	-0.6	-1.8
CC1CCN(C(=O)CCC(=O)Nc2nnc(C3CCCCC3)s2)CC1	4	0.6	-2	1.3	0.0	-0.2	-0.7	0	5	-0.1	-1.1
COc1ccc(C(=O)/C=C(\C)Nc2ccc(NC(C)=O)cc2)cc1	-4	0.5	-15	1.2	2.7	-0.8	1.9	-2	-3	1.7	-0.8
O=C(O)c1cc([N+](=O)[O-])ccc1N1CCCCC1	2	-0.3	3	-0.2	-2.6	0.0	1.5	-2	-6	-0.3	-1.2
O=C(O)c1cncc(C#Cc2ccccc2)c1	5	-0.3	6	-0.7	-1.6	-0.1	1.1	-1	-5	0.0	-1.2
CC1(c2ccc(Cl)cc2Cl)NC(=O)N(CC(=O)Nc2cccnc2Cl)C1=O (stereo unspecified)	1	2.3	-1	0.6	0.1	-0.2	-0.8	0	4	-0.7	-1.6
CC1(C)CC(=O)C(C=N)=C(O)C1	2	0.2	3	0.0	-1.3	-0.4	-0.2	0	-5	0.5	-0.8
COc1ccccc1NC(=S)N1CCN(c2nc(-c3ccccc3)cs2)CC1	-2	-1.1	7	-1.4	-1.3	-0.3	-1.4	-1	4	-0.5	-0.5
CCOc1ncccc1C(=O)OCC(=O)N1CC(=O)Nc2ccccc21	-5	-0.2	2	-0.2	1.4	-0.1	-1.2	-2	2	-0.5	-0.8
Nc1c(N(Cc2ccccc2)C(=O)CCc2ccccc2)c(=O)[nH]c(=O)n1Cc1ccccc1	-1	0.3	-2	-0.8	-1.0	-1.0	-1.5	-2	-5	-0.3	-0.5
COc1ccc(NC(=O)CSc2n[nH]c(-c3ccccn3)n2)cc1	2	-0.8	-11	-0.3	0.2	0.5	3.0	1	0	2.9	-1.1
N#Cc1c(Nc2ccccc2)c(C=O)c[nH]c1=O	1	0.0	-3	3.5	0.1	-0.1	-2.8	-3	2	1.8	-1.2
Cc1ccc(C(=O)CCC(=O)N(C)CC(=O)Nc2ccccc2Br)cc1	0	0.4	0	-0.1	-0.5	-0.9	-0.1	-4	1	1.1	-0.6
CCCOCC(O)CCc1n[nH]c(=S)n1-c1ccccc1 (stereo unspecified)	-4	-0.3	5	1.4	1.7	0.1	-0.3	-6	5	-0.5	-0.4
C=C(C)C(=O)O[C@H]1C/C(C)=C\C(=O)/C=C(\C)[C@H](O)[C@@H]2OC(=O)C(=C)[C@@H]21	-5	-1.9	3	-12	0.1	-0.5	-6.6	-7	-2	-3.5	-0.9
O=C(NNC(=O)c1ccc[nH]1)c1cccc(C(F)(F)F)c1	1	1.4	-6	3.1	-1.1	-0.6	-0.9	-2	8	0.1	-0.5
Cc1ccc(CCNC(=O)C2CCCN(S(=O)(=O)c3cnc[nH]3)C2)cc1 (stereo unspecified)	-2	-0.2	-3	1.1	-1.6	-0.5	-0.4	-2	0	0.5	-1.4
O=C(N/C(=C\c1ccco1)C(=O)N1CCCC1CO)c1ccccc1 (stereo unspecified)	2	-0.2	-2	-0.2	-0.3	0.7	-2.6	3	0	-0.1	-0.9
CCc1ccccc1NC(=S)N1CCC(NC(=O)c2ccc(OC)cc2)CC1	6	-0.8	1	0.5	-0.2	-0.6	-1.2	-2	0	-0.3	-0.8
Cc1nc2sc3c(c2c(=N)n1N)CCCC3	12	0.3	-3	-0.9	2.9	-0.5	-0.7	0	-9	0.9	-1.6
Cc1cccc2c1CC(C)(C)N=C2C1=C(O)CC(C)(C)CC1=O	2	-0.4	8	2.3	-1.0	0.8	2.5	-1	4	1.4	-0.4
O=C1c2ccccc2C(=O)N1c1n[nH]c(CCc2ccccc2)n1	-2	-0.3	7	2.2	0.1	0.1	0.0	-2	5	-0.2	-1.3
Cc1nccn1CCC(=O)Nc1ccc(Cl)cc1	0	-0.3	-1	0.0	0.0	0.6	-0.4	3	-3	3.4	-0.9
CCCc1[nH]c(=O)c(C#N)c2c1CCCC2	-2	-0.5	8	0.3	-1.8	1.0	-3.0	-2	0	-0.4	-0.3
C=CCN(CC=C)C(=O)C1c2ccccc2Oc2ccccc21	-6	-0.7	3	-3.1	-0.8	-0.5	0.1	1	-1	1.2	-0.9
O=S(=O)(c1ccc(F)cc1)N1CCN(Cc2nnc(-c3ccccc3)o2)CC1	-1	0.1	6	0.0	0.3	0.0	2.2	-3	-3	-1.1	-1.2
C/C(=C\C(=O)Nc1cscc1C)C(=O)O	5	-0.1	-3	2.3	5.1	-0.2	2.5	0	-3	0.9	1.1*
